Screening results deposited in PubChem by Broad Institute.
RAD54 inh: RAD54 (human) branch migration inhibition. Q92698. RAD54 Holliday junction branch migration, FAM/BHQ fluorescence. inhibition, % at 10.4 µM. 360,000 tested, 0.14% active. AID 602329;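 active means mean normalized replicate activity at least 40 and at least half of replicates scoring 40 or more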;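 further: 0% = median of neutral control wells and 100% = median of positive control wells; inhibitors cause a drop in the FAM fluorescence signal; in these data hits start at about 50%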
ERAP1 inh: ERAP1 (human) enzyme inhibition; Q9NZ08; recombinant ERAP1, Leu-AMC fluorescence, 60 min; inhibition, % at 10.7 µM; 340,000 tested, 0.15% active; AID 652197;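 active means mean replicate inhibition of at least 30%, or all replicates individually reaching that 30% level; inactive means mean below 30% and not every replicate reaching it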;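 further: 0% = neutral control wells and 100% = L-leucinethiol positive control wells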
miR-122 sensor: miR-122 inhibition in Huh7 cells. Huh7 miR-122 Renilla luciferase sensor, 48 h; neutral wells = 0, positive control = 100. activation (reporter increase), % at 12.5 µM. 340,000 tested, 0.3% active. AID 602342;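 active means mean replicate activation score at least 90 and every replicate individually at or above 90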;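 further: higher luciferase means less miR-122 activity so hits act as miR-122 inhibitors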
E-selectin induc: induces E-selectin expression in human endothelial cells; P16581; HUVEC E-selectin immunofluorescence imaging; normalized: neutral wells 0, TNF-alpha wells 100; activation, % at 7.58 µM; 260,000 tested, 0.37% active; AID 686992;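 active means mean E-selectin-positive cell signal at least 10% of the positive control, reached in at least 60% of replicates, without over 20% cell loss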;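 further: in these data hits start at about 27%; measured in HUVEC primary endothelial cells; signal is the percent of cells scored E-selectin positive by PE staining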
Target sequence (P16581 whole entry, looked up): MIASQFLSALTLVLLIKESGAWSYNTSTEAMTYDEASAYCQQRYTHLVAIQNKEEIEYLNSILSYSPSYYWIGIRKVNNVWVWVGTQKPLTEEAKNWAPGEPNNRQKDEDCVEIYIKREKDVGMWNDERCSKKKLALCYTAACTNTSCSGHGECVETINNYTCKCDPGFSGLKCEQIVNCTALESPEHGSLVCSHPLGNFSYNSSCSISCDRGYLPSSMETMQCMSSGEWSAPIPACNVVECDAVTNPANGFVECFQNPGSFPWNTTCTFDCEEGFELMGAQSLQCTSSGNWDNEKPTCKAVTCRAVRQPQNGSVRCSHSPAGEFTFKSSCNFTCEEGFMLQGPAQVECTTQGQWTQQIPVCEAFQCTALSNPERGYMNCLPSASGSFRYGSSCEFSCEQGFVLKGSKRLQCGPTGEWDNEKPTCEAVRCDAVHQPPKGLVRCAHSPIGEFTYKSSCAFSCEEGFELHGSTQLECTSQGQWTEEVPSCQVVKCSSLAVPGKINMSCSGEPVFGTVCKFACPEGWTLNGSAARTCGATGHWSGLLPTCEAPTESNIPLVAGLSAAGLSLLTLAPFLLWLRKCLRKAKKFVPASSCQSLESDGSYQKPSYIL
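Read-out: % PE-positive cells | Test system: HUVEC | Doses: One compound dose added by pin transfer | Buffer or medium: EGM-2 over gelatin coat | Signal: Immunofluorescence imaging | Benchmarks: TNF-alpha, DMSO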
PglD DTNB: PglD (C. jejuni) enzyme inhibition. 360,000 tested, 0.098% active. purified PglD enzyme, DTNB colorimetric CoA detection. inhibition, % at 12.5 µM; in the data active means inhibition above about 16%, passing the limit was not always enough; further: strong numbers were not always called active
PGC1a acetyl inh: lowers PGC1a acetylation signal in U2OS cells; inhibition, % at 15.6 µM; 350,000 tested, 0.17% active; AlphaScreen anti-acetyl-lysine; with virally co-expressed GCN5 acetyltransferase;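 active means every replicate shows inhibition of at least 40%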;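 further: 0% = neutral control wells and 100% = positive control wells; some results beyond the cut were filed as inactive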
RAD52 anneal inh: blocks human RAD52 DNA annealing; AID 651710; P43351; recombinant RAD52 DNA annealing, FRET fluorescence; inhibition, % at 18.7 µM; 360,000 tested, 0.46% active;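 active means every replicate showing at least 50% inhibition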
Target sequence (P43351 whole entry, looked up): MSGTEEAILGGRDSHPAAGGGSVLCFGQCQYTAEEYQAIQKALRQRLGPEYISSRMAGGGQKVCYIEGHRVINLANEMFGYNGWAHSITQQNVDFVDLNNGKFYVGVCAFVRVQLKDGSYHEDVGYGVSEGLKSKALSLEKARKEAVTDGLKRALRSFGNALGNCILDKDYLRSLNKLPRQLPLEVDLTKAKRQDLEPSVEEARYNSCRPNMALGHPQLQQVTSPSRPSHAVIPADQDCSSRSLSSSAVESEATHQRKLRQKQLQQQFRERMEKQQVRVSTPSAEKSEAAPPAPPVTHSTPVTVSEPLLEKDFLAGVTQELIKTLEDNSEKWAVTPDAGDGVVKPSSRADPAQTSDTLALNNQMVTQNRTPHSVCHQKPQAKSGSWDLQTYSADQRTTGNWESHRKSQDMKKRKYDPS
Cneo AK release: Cryptococcus neoformans lysis via adenylate kinase release | 360,000 tested, 0.2% active | C. neoformans lysis, adenylate kinase release luminescence, 4 h; normalised: neutral wells 0, clomiphene wells 100 | lysis activity, % at 15 µM | AID 651654;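 active means mean lysis activity across replicates of at least 80%, whatever share of replicates individually reach that level; inactive means mean lysis activity below 80%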
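Schedule: static 4 h at 37 °C with compound, 1 h detection; system: C. neoformans cells; benchmarks: Clomiphene as positive control; buffer or medium: fresh YPD medium; measure: luminescence rise reflecting yeast cell lysis; measured by: luminescent adenylate kinase detection reagent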
Numbers without * were called inactive; x = no result given; & = joins results of further samples; [ ] = remark or other dose.

Results follow in this order: RAD52 anneal inh | PGC1a acetyl inh | miR-122 sensor | RAD54 inh | ERAP1 inh | Cneo AK release | E-selectin induc | PglD DTNB
C[C@@H]1CCCCO[C@H](CN(C)C(=O)Nc2ccc(F)cc2)[C@@H](C)CN([C@@H](C)CO)C(=O)c2cc(NC(=O)C3CCCCC3)ccc2O1
→ 8 | 0 | -1[16.7 µM] | -5 | 2 | 2 | 0.8 | 0
Cc1cccc(CS(=O)(=O)Cc2ccc(C(=O)NC3CCCCCC3)o2)c1
→ -6 | -19 | 7 | -3 | -1 | -2 | x | 2
Cc1cc(OCC(=O)NNC(=O)CCc2ccccc2)ccc1Br
→ -2 | -10 | -2 | 3 | -3 | 2 | x | -2
CCSCCNC(=O)c1cncc(Br)c1
→ x | 10 | -7 | -2 | x | -1 | x | -1
COC(=O)C1(C)NC(c2ccc(O)cc2)C2C(=O)N(c3ccc(C)cc3)C(=O)C21 (stereo not given)
→ -10 | x | x | 2 | -2 | 0 | 0.0 | 2
CCOC(=O)[C@H]1[C@H]2COc3ccc(Cl)cc3[C@@H]2N2C(=O)c3cc(C)ccc3NC(=O)[C@@]12C
→ 4 | -5 | -1 | 8 | x | 3 | -0.3 | -4
CC=Cc1ccc2n(c1=O)C[C@@H]1[C@@H](CO)[C@H](C(=O)NCCCN3CCOCC3)N(C)[C@H]21 (mixture of isomers)
→ -5 | -3 | 1[16.7 µM] | -7 | -4 | -3 | 0.0 | 4
O=C(O)C[C@H]1CC[C@@H](NC(=O)Nc2ccccc2)[C@H](CO)O1
→ -22 | -4 | x | -4 | -2 | 20 | -0.5 | 0
Cn1cc(S(=O)(=O)CC(=O)Nc2ccc3c(c2)OCCO3)c2ccccc21
→ 9 | 6 | 9 | -13 | -3 | -2 | x | -5
COC(=O)c1ccc(O)c(Sc2cc(C(=O)OC)ccc2O)c1
→ x | -1 | -3 | -3 | x | 3 | x | -2
CCC(C)Nc1nc(SC(C(C)=O)C(C)=O)nc(N(C)C)n1 (stereo not given)
→ x | -11 | -4 | -11 | x | 2 | x | 1
COc1cc(C#Cc2ccc3cc(CCCO)oc(=O)c3c2)cc(OC)c1
→ -62 | x | 28 | -4 | -2 | -1 | x | 4
CCOC(=O)C1=C(C)NC(=O)NC1c1ccc2c(c1)OCCO2 (stereo not given)
→ x | -1 | 2 | -7 | x | 5 | x | x
CS(=O)(=O)Nc1ccc2c(c1)[C@H]1C[C@H](CC(=O)NCc3cccc(F)c3)O[C@@H](CO)[C@H]1O2
→ -8&0 | -5 | -1 | -2 | 1&1 | 1 | 0.0&-0.1 | -10
Cc1ccc(N2C(=O)C3NN=C(C(=O)OCc4ccccc4)C3C2=O)c(C)c1 (stereo not given)
→ -22 | x | -10 | -2 | -4 | -1 | 1.8 | 2
C[C@H](CO)N1C[C@H](C)[C@@H](CN(C)C(=O)CN(C)C)Oc2cc(-c3ccncc3)ccc2S1(=O)=O
→ 9 | 27 | 19[16.7 µM] | 1 | 5 | 6 | -0.1 | 2
Cc1noc(C)c1S(=O)(=O)Nc1ccc2c(c1)C(=O)N([C@H](C)CO)C[C@@H](C)[C@@H](CN(C)CC1CC1)O2
→ 8 | 9 | -1[16.7 µM] | -15 | -2 | 27 | x | -1
O=C(O)c1ccc(CN2C(=O)CSC2=S)cc1
→ x | 6 | -4 | -9 | x | 10 | x | -1
O=C(CSc1ccc(-c2nc3ccccc3[nH]2)cn1)N1CCN(C(=O)c2ccco2)CC1
→ x | 2 | 4 | 11 | x | -2 | x | -3
CCCC#Cc1ccc([C@H]2[C@@H](CO)N(C(=O)C3CCOCC3)[C@H]2C#N)cc1
→ -19 | -6 | x | -38 | 3 | 3 | 0.2 | 10
CN(C)c1ccc(CNC(=O)c2ccc(CNc3c(N4CCCCC4)c(=O)c3=O)cc2)cc1
→ -5 | 19 | 5 | 2 | 0 | -4 | -1.5 | 1
Cc1cnc(NC(=O)c2nn(C)cc2[N+](=O)[O-])s1
→ -14 | -131 | -4 | x | -9 | x | x | x
C[C@@H]1CCCCO[C@H](CN(C)C(=O)Nc2ccc(C(F)(F)F)cc2)[C@H](C)CN([C@H](C)CO)C(=O)c2cc(NC(=O)c3ccccc3)ccc2O1
→ -27 | x | 2[16.7 µM] | -6 | -2 | 1 | 0.2 | 7
COc1cc(C(C)=O)ccc1Oc1ncnc2c1cnn2-c1ccccc1
→ -10 | 9 | 4 | 3 | -4 | 2 | -2.4 | 3
Cc1ccc(S(=O)(=O)N(C)C[C@H]2Oc3ccc(NC(=O)Nc4c(C)noc4C)cc3C(=O)N([C@H](C)CO)C[C@@H]2C)cc1
→ 12 | -1 | -3[16.7 µM] | 3 | -6 | -2 | -0.2 | 4
C[C@@H](C[C@@H](O)[C@H](O)C(C)(C)O)[C@@H]1CC[C@]2(C)C3=CC[C@H]4C(C)(C)C(=O)CC[C@]4(C)[C@H]3CC[C@@]12C
→ 17 | -16 | 3 | -10 | -2 | 0 | x | 0
Cc1ccccc1C(=O)Nc1cccc(-c2ccc3nncn3n2)c1
→ -29 | -3 | -3 | -4 | x | 6 | -0.2 | 0
NS(=O)(=O)c1ccc(CNC(=O)c2cccc(S(=O)(=O)N3CCc4ccccc43)c2)cc1
→ -17 | 7 | 7 | -1 | 4 | -2 | x | -2
CCOc1ccc(-n2c(SC(C)C)nc3c(c2=O)SCC3)cc1
→ x | 6 | x | -6 | x | 0 | x | -3
C[C@H](CO)N1C[C@H](C)[C@H](CN(C)C(=O)c2ccncc2)OCCCC[C@H](C)Oc2ccc(NS(=O)(=O)c3cn(C)cn3)cc2C1=O
→ -11 | 0 | 3[16.7 µM] | 2 | -2 | -2 | 0.0 | -2
C[C@@H]1CN([C@H](C)CO)C(=O)c2cc(-c3ccc(F)cc3)cnc2O[C@@H]1CN(C)Cc1ccc(C(=O)O)cc1
→ 1 | -9 | 6[16.7 µM] | -3 | 3 | -5 | 0.9 | 1
COc1ccccc1Oc1ccc2c(c1)C(=O)N(c1ccc(Br)c3cccnc13)C2=O
→ x | x | -4 | 2 | x | 1 | -0.1 | -1
O=C(CSc1nc(Nc2ccccc2)nc(N2CCOCC2)n1)Nc1ccc2c(c1)OCCO2
→ x | -4 | -8 | 5 | x | 8 | x | -6
CC(C)Cn1c(C(C)C)nc([N+](=O)[O-])c1Sc1ccc(Cl)cn1
→ x | 7 | -2 | -17 | x | 0 | x | -3
Cc1cccc(NC(=O)/C(C#N)=C\c2cn(CC(=O)O)c3ccccc23)c1
→ -1 | 3 | 4 | 0 | 0 | 3 | 0.0 | -7
CCn1c(=O)n(CC)c2cc(S(=O)(=O)Nc3ccccc3C)c(C)cc21
→ -8 | -17 | 73 | -6 | -3 | 0 | x | 1
CC(=O)c1ccc2c(c1)N(Cc1ccccc1Cl)C(=O)C(C)S2 (stereo not given)
→ -9 | 6 | -3 | 4 | -2 | -2 | x | -2
CN(C)S(=O)(=O)c1ccc(C(=O)OCC(=O)Nc2ccccc2OC(F)F)cc1
→ x | 11 | -3 | -13 | x | -3 | x | 1
COCC#Cc1ccc2c(c1)O[C@@H](CN(C)C(=O)C1CCC1)[C@H](C)CN([C@@H](C)CO)S2(=O)=O
→ 2 | -1 | 6[16.7 µM] | -13 | 1 | 1 | 0.4 | 4
O=C(O)c1ccc(-c2noc(-c3cccc(F)c3)n2)cc1
→ -11 | x | x | -10 | -3 | 0 | 0.6 | -1
CC(Oc1ccccc1)C(=O)N1CCC2(CC1)Oc1ccc(F)cc1C(=O)C21CC(c2ccc(Cl)cc2)=NO1 (stereo not given)
→ 2 | -20 | -4 | -12 | 0 | -2 | 0.1 | 3
O=C(C[C@H]1CC[C@H](NC(=O)c2ccc3c(c2)OCO3)[C@@H](CO)O1)NCc1ccc(Oc2ccccc2)cc1
→ 2 | -12 | x | 5 | 3 | -1 | 0.0 | 2
COc1ccc(S(=O)(=O)N(C)C[C@@H]2Oc3ccc(NC(=O)CCC(F)(F)F)cc3CC(=O)N([C@@H](C)CO)C[C@@H]2C)cc1
→ 3 | -12 | 2[16.7 µM] | 5 | -2 | 0 | -0.5 | 0
CCOc1ccc(Nc2nc3c(C)cccc3cc2C#N)cc1
→ -48 | 8 | 1 | 2 | -3 | 3 | 2.5 | 2
CCOC(=O)c1nnn(-c2nn3nnnc3c3ccccc23)c1C
→ x | -26 | 0 | 4 | x | -2 | x | -1
COc1ccc(S(=O)(=O)Nc2ccc3c(c2)C(=O)N([C@@H](C)CO)C[C@@H](C)[C@@H](CN(C)C(=O)c2ccncc2)OCCCC[C@H](C)O3)cc1
→ 9 | 7 | 11[16.7 µM] | 3 | 0 | 4 | -0.2 | -2
COc1ccc(-c2ccc3c(c2)[C@H]2[C@H](CCN2C(=O)Cc2cccnc2)[C@@H](CO)N3C)cc1
→ 1 | -7 | -1[16.7 µM] | 10 | 1 | -6 | 0.1 | 0
Cc1cc2c(cc1S(=O)(=O)C(C)CC(=O)NCc1ccco1)OCC(=O)N2 (stereo not given)
→ -6 | -9 | 7 | 5 | -1 | 8 | x | -1
CCCNC(=O)N1[C@@H](CO)[C@H](c2ccccc2)C12CN(C(=O)C1CCCCC1)C2
→ -2 | -1 | x | x | 4 | x | 0.1 | x
O=[N+]([O-])c1ccc2nc(-c3cccnc3)[nH]c2c1
→ -13 | -6 | -4 | 16 | -3 | -4 | x | -3
CC(C)NC(=O)C1(N2C(=O)c3ccccc3C2=O)CCCC1
→ 3 | -13 | 0 | -5 | -2 | 0 | 0.1 | 8
C[C@H](CO)N1C[C@H](C)[C@H](CN(C)Cc2ccc3c(c2)OCO3)Oc2ccc(NC(=O)Nc3ccccc3)cc2C1=O
→ 7 | -9 | 1[16.7 µM] | -16 | 1 | 1 | -0.3 | 0
COC(=O)c1cc(Cl)c(NC(=O)/C=C/c2ccc(Cl)cc2Cl)cc1OC
→ x | 1 | 3 | 8 | x | 1 | x | -7
CN1CCN(c2ncnc3c2ncn3[C@H]2CN(Cc3ccco3)C[C@@H](CO)O2)CC1
→ x | x | 3 | 4 | x | -1 | x | 1
Cc1onc(-c2ccccc2)c1CNC(=O)Nc1cccc(Cl)c1
→ 2 | -9 | 26 | -20 | 2 | 2 | -0.4 | -2
CN(C)S(=O)(=O)c1cccc(NC(=O)CCNC(=O)c2ccccc2Cl)c1
→ x | -9 | -10 | 0 | x | 3 | 0.2 | -2
NC(Cc1ccc(Cl)cc1)c1csc(NC(=O)NCCc2ccccc2)n1 (stereo not given)
→ -65 | -10 | 2 | 10 | 2 | 0 | 0.0 | -1

Structural class: the compounds so far containing a nitro group on carbon
Results follow in this order: RAD52 anneal inh | PGC1a acetyl inh | miR-122 sensor | RAD54 inh | ERAP1 inh | Cneo AK release | E-selectin induc | PglD DTNB
Cc1cnc(NC(=O)c2nn(C)cc2[N+](=O)[O-])s1
→ -14 | -131 | -4 | x | -9 | x | x | x
CC(C)Cn1c(C(C)C)nc([N+](=O)[O-])c1Sc1ccc(Cl)cn1
→ x | 7 | -2 | -17 | x | 0 | x | -3
O=[N+]([O-])c1ccc2nc(-c3cccnc3)[nH]c2c1
→ -13 | -6 | -4 | 16 | -3 | -4 | x | -3

Complete entries, looked up by structure:
Results for Cc1noc(C)c1S(=O)(=O)Nc1ccc2c(c1)C(=O)N([C@H](C)CO)C[C@@H](C)[C@@H](CN(C)CC1CC1)O2 : RAD52 anneal inh = 8; PGC1a acetyl inh = 9; miR-122 sensor = -1[16.7 µM]; RAD54 inh = -15; ERAP1 inh = -2; Cneo AK release = 27; E-selectin induc = x; PglD DTNB = -1
Results for CC(=O)c1ccc2c(c1)N(Cc1ccccc1Cl)C(=O)C(C)S2 (stereo not given) : RAD52 anneal inh = -9; PGC1a acetyl inh = 6; miR-122 sensor = -3; RAD54 inh = 4; ERAP1 inh = -2; Cneo AK release = -2; E-selectin induc = x; PglD DTNB = -2
